VHR inh abs – blocks human VHR1 dual specificity phosphatase; 290,000 tested, 0.52% active; inhibition, % at 13.3 µM; AID 1654; P51452; recombinant VHR phosphatase, pNPP absorbance; in the data active = inhibition above about 50%; also: some compounds called inactive have numbers as strong as hits
Target sequence (P51452 whole entry, looked up): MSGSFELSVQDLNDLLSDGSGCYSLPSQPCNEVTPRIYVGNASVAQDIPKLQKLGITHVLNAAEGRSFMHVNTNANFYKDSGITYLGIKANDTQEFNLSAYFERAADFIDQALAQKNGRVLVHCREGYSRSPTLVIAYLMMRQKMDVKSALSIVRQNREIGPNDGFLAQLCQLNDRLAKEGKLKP
3CLpro inhibitor – SARS-CoV 3CLpro protease inhibition. P0C6X7. recombinant SARS-CoV 3CLpro, quenched FRET peptide cleavage. inhibition, % at 6 µM. 290,000 tested, 0.14% active; in the data active = inhibition above about 12%
Vc quorum ag – quorum light induction in luxS cqsA deficient V. cholerae. AID 588436. activation, % at 18.7 µM. 350,000 tested, 0.16% active. V. cholerae BH1578 lux reporter, luminescence, 6 h; in the data active = activation mostly above about 9.7%, no sharp cut-off; also: not every result past the cut was called active; inactives centre near 0; reference of the scale not given here
PriA SSB inh – blocks PriA binding to SSB C-terminal tail; inhibition, % at 33 µM; 430,000 tested, 0.6% active; AID 1272365; AlphaScreen SSBct-PriA binding, biotinylated peptide; in the data active = inhibition mostly above about 37%, no sharp cut-off; inactive = mostly below about 20%;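 also: plate controls were negative control peptide for no effect and reference peptide for full effect; strong numbers were not always called active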
Y pestis TopoI – inhibitors of Yersinia pestis topoisomerase I; Y. pestis Topo-I cleavage product accumulation, plate reader; 360,000 tested, 0.064% active; activity, % at 10 µM; in the data active = activity above about 50%, passing the limit was not always enough; also: inactives centre near 2
MazF activator – increases E. coli MazEF RNase cleavage of RNA; AID 504720; 350,000 tested, 0.32% active; activation, % at 20 µM; P0AE70; FAM/BHQ RNA-DNA oligo cleavage fluorescence, 5 h; in the data active = activation above about 50%
Target sequence (P0AE70 whole entry, looked up): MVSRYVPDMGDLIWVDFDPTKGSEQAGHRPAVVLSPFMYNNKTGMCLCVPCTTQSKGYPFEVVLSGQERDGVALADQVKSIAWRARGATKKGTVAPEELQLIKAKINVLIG
CCHFV vOTU inh – CCHFV vOTU protease inhibition. 370,000 tested, 0.55% active. inhibition, % at 11.5 µM. Pep-AMC fluorescence; in the data active = inhibition above about 30%; also: 0% = vehicle wells with enzyme and 100% = no enzyme wells
PrPC TRFRET – cell surface PrPC inhibition, primary TR-FRET screen | P04156 | TR-FRET read-out | inhibition, % at 13.8 µM | 370,000 tested, 0.43% active | AID 720596; in the data active = inhibition above about 24%; also: 0% = median of the test wells and 100% = reference compound wells
Rv3671c inh – Rv3671c (M. tuberculosis) protease inhibition; inhibition, % at 5.96 µM; AID 2606; 320,000 tested, 0.048% active; P9WHR9; in the data active = inhibition above about 38%;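 also: extracellular domain of Rv3671c used as enzyme; 0% = enzyme with DMSO and 100% = no enzyme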
Target sequence (P9WHR9 whole entry, looked up, the tested form may be a part): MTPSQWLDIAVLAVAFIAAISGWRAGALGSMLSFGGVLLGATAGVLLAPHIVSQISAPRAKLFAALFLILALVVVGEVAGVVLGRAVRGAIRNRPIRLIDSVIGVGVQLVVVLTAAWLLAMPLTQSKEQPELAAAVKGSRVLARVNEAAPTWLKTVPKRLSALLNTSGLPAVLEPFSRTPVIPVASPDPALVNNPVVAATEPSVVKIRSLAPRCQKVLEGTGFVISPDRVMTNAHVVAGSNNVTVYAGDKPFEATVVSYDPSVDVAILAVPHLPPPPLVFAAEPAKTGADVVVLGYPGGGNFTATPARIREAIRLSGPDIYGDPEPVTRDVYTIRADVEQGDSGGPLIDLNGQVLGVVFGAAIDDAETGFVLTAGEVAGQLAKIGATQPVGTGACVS
TcdB inh – blocks C. difficile toxin B glycohydrolase activity. P18177. TcdB glycohydrolase enzymatic assay, plate reader. inhibition, % at 9.99 µM. 350,000 tested, 0.24% active; in the data active = inhibition above about 10%
An asterisk follows results filed as active; i = inactive; nt = no result given; & = joins results of further samples.

Screens in order: VHR inh abs, 3CLpro inhibitor, Vc quorum ag, PriA SSB inh, Y pestis TopoI, MazF activator, CCHFV vOTU inh, PrPC TRFRET, Rv3671c inh, TcdB inh
- COc1ccccc1-c1nnc(SCC(=O)N2CCCCC2)o1
    14, -5, -0.7, 3, 12, -4, 27, -5, 1, 0.6
- COc1cc(/C=N/N2CCN(Cc3ccc(C)cc3)CC2)cc(OC)c1O
    13, 5, -0.5, nt, 22, 0, -1, 2, 3, -18
- O=C(COC(=O)C1CC(=O)N(Cc2ccccc2)C1)Nc1ccc2c(c1)OCO2 (configuration not stated)
    10, 0, -6.7, -2, 8, 9, 0, -4, 1, nt
- O=C(CC(Nc1ccccc1)c1ccc(F)cc1)c1ccccc1 (configuration not stated)
    -4, 5, i, -31, 14, -10, -1, 6, 5, nt
- COc1ccc(/C=N/Nc2nc3ccccc3c(=O)n2-c2ccccc2)cc1OC
    1, -2, i, nt, 9, 7, 13, -3, -3, 0.8
- O=C(NOCc1cscn1)Nc1ccccc1
    nt, nt, i, 1, -2, 3, 5, 0, nt, -3.4
- CCOC(=O)N1CCN(C(=O)CCS(=O)(=O)c2cc3c(cc2Cl)NC(=O)CO3)CC1
    -14, 0, -0.2, -5, -1, -2, 1, 5, -7, 0.8
- CCn1c(CNc2nc(-c3ccccc3)cs2)nnc1SCC(=O)NCc1ccco1
    10, 3, -0.4, 0, 22, -2, 7, -1, nt, nt
- CCc1c(C)c2ccc(OCC(=O)NCC3CCC(C(=O)O)CC3)c(C)c2oc1=O (configuration not stated)
    20, -3, -0.5, -16, -6, -2, -10, -7, 8, 1.4
- CC(=O)Nc1ccc(S(=O)(=O)N2CCN(c3ccc([N+](=O)[O-])cc3)CC2)cc1
    0, -1, i, -1, -9, 11, 2, -25, nt, 0.0

The final 4 compounds of the part before lead into the next.
Screens in order: VHR inh abs, 3CLpro inhibitor, Vc quorum ag, PriA SSB inh, Y pestis TopoI, MazF activator, CCHFV vOTU inh, PrPC TRFRET, Rv3671c inh, TcdB inh
- CCOC(=O)N1CCN(C(=O)CCS(=O)(=O)c2cc3c(cc2Cl)NC(=O)CO3)CC1
    -14, 0, -0.2, -5, -1, -2, 1, 5, -7, 0.8
- CCn1c(CNc2nc(-c3ccccc3)cs2)nnc1SCC(=O)NCc1ccco1
    10, 3, -0.4, 0, 22, -2, 7, -1, nt, nt
- CCc1c(C)c2ccc(OCC(=O)NCC3CCC(C(=O)O)CC3)c(C)c2oc1=O (configuration not stated)
    20, -3, -0.5, -16, -6, -2, -10, -7, 8, 1.4
- CC(=O)Nc1ccc(S(=O)(=O)N2CCN(c3ccc([N+](=O)[O-])cc3)CC2)cc1
    0, -1, i, -1, -9, 11, 2, -25, nt, 0.0
- c1ccc(-c2nc3c([nH]2)CCc2nonc2-3)cc1
    8, 0, -0.6, -7, -4, 1, 9, 12, -2, 1.1
- O=C1CCc2nc3ccccc3c(=O)n2N1
    -10, -4, 0.9, -23, 2, -1, nt, nt, -4, nt
- C[C@]12CCC(=O)C=C1CCC1C2CC[C@@]2(C)C1CC[C@@]2(O)CC#N (some centres not stated)
    -9, 0, -0.2, -2, 2, -10, nt, nt, -10, nt
- CCN(Cc1ccccc1)C(=O)C1CCN(Cc2ccc(SC)cc2)CC1
    20, 3, 0.2, -15, -2, -22, -1, 0, -2, 1.8
- CCOc1ccc(OCCC(=O)OCC(=O)Nc2cc(OCC)c(N3CCOCC3)cc2OCC)cc1
    nt, nt, -5.9, 20, 23, 1, 6, -2, -1, 0.5
- COc1ccccc1NC(=O)C(C)NS(=O)(=O)c1ccc(F)cc1 (configuration not stated)
    3, -1, i, -2, 6, -3, 5, -1, -3, nt
- CC(C)=C(NC(=O)c1ccccc1Br)C(=O)NCCc1nc2ccccc2[nH]1
    8, 1, -0.5, 3, 0, -10, 9, -2, -5, 0.0
- CCOc1nc(Nc2ccc(OC)cc2OC)nc(OCC)n1
    17, -1, i, -3, 0, 9, 16, -3, 3, 0.1
- O=C(NCc1ccccc1)C(c1ccco1)N(C(=O)c1ccccn1)c1ccccc1 (configuration not stated)
    18, 2, i, 5, -5, -1, 4, 8, 1, 1.2
- COc1ccc(Cn2c(CCC(=O)Nc3ccc(C)cc3)nc3cccnc32)cc1
    -4, 8, -5.9, -1, 17, 2, -9, -3, -6, nt
- CC1CCN(S(=O)(=O)c2ccc(NC(=O)Cc3ccc(S(=O)(=O)N4CCOCC4)s3)cc2)CC1
    nt, nt, i, 2, 22, -13, 11, 1, -74, 1.7
- Cc1cc(C)n2nc(SCc3nnc(SCCCCl)o3)nc2n1
    13, -2, i, -4, 22, -1, 4, 3, -17, 1.9
- COC(=O)Nc1ccc(N2CCOCC2)c(S(=O)(=O)N2CCOCC2)c1
    13, -6, -0.3, -7, 2, 8, 13, -4, -4, 1.9
- CC1CN(C(=O)CSc2ncnc3sccc23)CC(C)O1 (configuration not stated)
    6, 1, i, -20, -3, -7, 9, -2, 3, nt
- CC(=O)c1c(NCCc2ccccc2)cc(C)oc1=O
    -15, -1, -0.4, -11, -4, 2, 2, -3, -4, 0.5
- COc1ccc(C(=O)N/N=C/c2cn[nH]c2-c2ccc(OC)cc2OC)cc1
    -6, 0, i, nt, 5, 4, 14, -5, -3, -0.5
- CC1CC(C)(C)OC(c2ccc(C(C)C)cc2)O1 (configuration not stated)
    nt, nt, -3.8, -3, -1, 2, -6, -5, nt, 0.6
- CCCc1cc(=O)c2ccc(OC/C(C)=N/O)cc2o1
    -14, 4, -0.5, nt, -5, 1, -1, 7, 3, 0.7
- Nc1ccc2oc3ncccc3c(=O)c2c1
    -13, -6, -0.4, -25, -4, 6, -21, -5, 11, 0.1
- COc1cc(Cc2nc3ccc(S(=O)(=O)N4CCOCC4)cc3[nH]2)cc(OC)c1OC
    20, -5, i, 0, -2, 4, 4, -6, -6, nt
- CCN(CC)CCCn1c(=S)[nH]c2ccc(Cl)cc2c1=O
    5, 1, -0.4, -10, -3, 2, 1, -12, -4, nt
- Cc1nn(-c2cccc(C(F)(F)F)c2)c(Cl)c1/C=N/Nc1cccc(C(=O)O)c1
    -3, -1, -0.4, nt, 3, -1, 8, 1, 11, -4.9
- O=C(Cn1cnc2c(NCc3ccccc3)ncnc21)N1CCN(c2ccccn2)CC1
    nt, nt, i, -6, 7, 11, -3, 0, nt, -0.5
- CC1CN(C(=S)Nc2ccc(Cl)cc2)CC(C)O1 (configuration not stated)
    -8, 2, i, 3, 2, 5, -17, 4, 9, 1.7
- OCCCNc1nc(-c2ccccc2)c2cc(Br)ccc2n1
    nt, 2, -0.4, -25, 24, 8, -38, -13, 2, 2.1
- C=CCNC(=O)c1ccc2c3n(nc2c1)-c1ccccc1CO3
    15, nt, -0.4, -8, 4, 3, 4, -18, -6, 2.0
- O=C(NCCN1CCOCC1)Nc1ccccc1
    -10, 6, -0.3, -9, -4, 1, 4, -6, 0, nt
- Nn1c(Nc2ccccc2)nc2sc3c(c2c1=O)CCCC3
    -8, -1, 1.5, 5, 1, 5, 9, 3, 0, 1.2
- COc1ccccc1CNC(=O)CSc1ccccc1
    23, -2, -0.3, -4, 10, 1, 2, 1, -9, 2.1
- CN1CCN(C(=O)c2ccc(-c3ccccc3)cc2)CC1
    11, 5, i, -2, 0, -3, -8, 0, -9, 2.4
- CNC(=O)Nc1ccc(Cl)cc1
    -4, 1, -3.2, -4, -1, -3, 11, 6, -7, nt
- CC[C@H]1C(Nc2ccccc2)C[C@@H]2CCN3C(=O)CC[C@H]1[C@H]23 (some centres not stated)
    nt, nt, i, -4, -6, 3, -12, 2, nt, -1.5
- Cc1ccc(Nc2nc(-c3ccccc3)c(CC(=O)O)s2)cc1
    15, 2, -0.7, -36, -16, 15, 0, 5, 13, 2.2
- COc1cc(OC)cc(-c2cc(NC(C)=O)n[nH]2)c1
    3, 0, -0.2, -2, -1, 4, -5, 3, 4, 2.2
- COc1ccccc1OC(C)C(=O)Nc1ccc2c(c1)OCCO2 (configuration not stated)
    56*, -5, -0.4, -22, 4, 8, -9, -6, -4, 0.4
- O=S1(=O)CCN(C(CO)c2ccccc2)CC1 (configuration not stated)
    15, -2, -0.2, -12, -9, 1, 5, 9, -3, 0.9
- C=CCOC(=O)C1=C(C)N=C2SCCC(=O)N2C1c1cccs1 (configuration not stated)
    4, 7, -1.3, -5, -5, 9, 2, 4, 0, nt
- S=C(NCCc1ccccc1)NC1CCCCCC1
    -12, 4, i, -4, 4, 1, 7, -5, -4, nt
- CCCC(=O)N1CCN(c2nc3ccccc3s2)CC1
    -22, 0, -0.7, -4, 1, 6, 1, -1, 2, 0.5
- CCOC(=O)c1cc(-c2ccccc2)nn1CC1CC(c2cccc([N+](=O)[O-])c2)=NO1 (configuration not stated)
    nt, nt, -9.1, 4, 22, 8, 8, -6, -9, 2.0
- COc1cccc(C(=O)N2N=C(c3ccccn3)CC2(O)C(F)(F)F)c1 (configuration not stated)
    4, 3, -0.4, 2, -11, -14, -5, 8, -2, -2.3
- CCOC(=O)C(Cc1ccccc1)NC(=O)CNC(C)=O (configuration not stated)
    -4, -1, 0.1, -19, -10, 4, -1, 2, -4, nt
- C[C@H]1O[C@@H](O[C@H]2[C@@H](O)C[C@H](O[C@H]3[C@@H](O)C[C@H](O[C@H]4CC[C@@]5(C)[C@H](CC[C@@H]6[C@@H]5C[C@@H](O)[C@]5(C)[C@@H](C7=CC(=O)OC7)CC[C@]65O)C4)O[C@@H]3C)O[C@@H]2C)C[C@H](O)[C@@H]1O
    -2&-3, -5&1, i, 3, 6, -6, 3, -14, 0&3, 0.1
- Cc1occc1C(=O)N(C)CC1CCCN(CCc2ccccc2F)C1 (configuration not stated)
    47, -3, i, 3, 2, -35, -1, 3, -9, 0.3
- CCN(C(C)=O)c1nc(CSc2nnc(NC(C)C)s2)cs1
    -2, 0, i, -6, 8, 0, -8, 7, -1, nt
- COCCCNC(=O)Cn1nc(-c2cccc(OC)c2)ccc1=O
    2, -2, -1.0, -7, -2, 5, 7, 0, 2, -0.4
- CCCCC[C@@H]1C=C(C(=O)O)[C@H](c2cccc(C)c2)N1S(=O)(=O)c1ccc(C)cc1
    nt, nt, -1.4, -2, 22, 0, 32*, -3, -5, 1.6
- CCOC(=O)COc1ccc(C(=O)CC)cc1OC
    19, 0, i, -7, 0, 1, -8, -2, -4, 0.9
- CCc1ccc(C(C)NC(=O)C2(C)CC2(Br)Br)cc1 (configuration not stated)
    -8, 0, i, -24, 8, -9, 11, 1, 0, 0.5
- Cc1c(NC(=O)CCSc2ccc(Cl)cc2)c(=O)n(-c2ccccc2)n1C
    8, -5, i, -9, 4, 1, 0, -7, 2, nt

New compounds follow:
Screens in order: VHR inh abs, 3CLpro inhibitor, Vc quorum ag, PriA SSB inh, Y pestis TopoI, MazF activator, CCHFV vOTU inh, PrPC TRFRET, Rv3671c inh, TcdB inh
- CCSc1nc2ccccc2c(=O)n1C1CCOC(C)(C)C1 (configuration not stated)
    -21, 2, -0.1, -9, 10, 5, 16, -4, -1, 0.9
- CNC(=O)C1CN(C(=O)c2cccc(S(=O)(=O)N3CCc4ccccc43)c2)c2ccccc2O1 (configuration not stated)
    nt, nt, i, nt, -2, 4, -12, 4, nt, 0.2
- CCCc1nnc(NC(=O)CSc2nc3ccccc3[nH]2)s1
    -9, 0, -1.7, -20, 3, 5, -7, -6, -2, 0.5
- CCOC(=O)c1c(C)nc2ccc(Cl)cc2c1-c1ccccc1
    -5, 3, i, -72, 7, -8, 6, 6, 10, -3.3
- Cc1ccc(NC(=O)CN2C(=O)NC3(CCCC3)C2=O)nc1
    nt, nt, 0.0, 1, 2, -1, -4, 6, -1, 0.4
- CC1(C(=O)NCc2cccc3ccccc23)CCN1Cc1ccccc1OC(F)F (configuration not stated)
    nt, nt, -0.3, nt, 13, nt, 13, 15, nt, 0.7
- Cc1cc(Br)ccc1NC(=O)CNC(=O)Cc1ccc(S(=O)(=O)N2CCOCC2)s1
    nt, nt, i, -9, -5, -4, -2, 0, 2, 0.0
- Cc1nc2cc(NC(=O)Nc3ccc(N4CCOCC4)cc3)ccc2n1C
    18, 4, -0.4, -3, 5, 2, -17, 2, 10, nt
- COC(=O)c1ccc(C(=O)OC)c(NC(=O)CN(c2ccc3c(c2)OCO3)S(C)(=O)=O)c1
    -4, 3, i, -12, 1, -2, -4, -2, -1, -0.9

Screening results: PubChem, several laboratories

An excerpt. The share of hits here may be higher or lower than overall.
